Compound activity deposited in PubChem BioAssay by several laboratories.
ADAM10 inh: inhibitors of human ADAM10; O14672; recombinant ADAM10, EDANS/DABCYL FRET peptide cleavage, 3 h; inhibition, % at 7 µM; hit rate 0.62% among 370,000;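 active means inhibition above a per-campaign cutoff equal to the mean of compounds falling between control-based bounds plus 3 SD, cut at about 20% in these data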;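 further: 0% = DMSO wells while the 100% control is not disclosed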
ssDAF-12 act: S. stercoralis DAF-12 activation, primary screen. hit rate 1% among 370,000. HEK293 ssDAF-12/GRIP1 lit1-tk-luc reporter, luminescence; % of 3 µM dafachronic acid response. activation, % at 6.8 µM;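 active means activation above the mean over all tested compounds plus 3 SD, cut at about 0.9% in these data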;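 further: 0% = DMSO-only wells and 100% = 3 µM delta7-dafachronic acid wells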
SMARCA2 activ: increases SMARCA2 function in MMTV reporter cells | MG213 cells, MMTV-luciferase reporter, dexamethasone, overnight | activation, % at 9.1 µM | hit rate 1% among 370,000; in the data active means activation above about 7.8%;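 further: 0% = vehicle wells and 100% = reference activator wells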
FXN GAA850 act: activators of GAA850 frataxin (FXN) promoter. AID 540364. HEK293 lucGAA850 FXN promoter luciferase reporter, 24 h; percent of 10 µM SAHA response. activation, % at 6 µM. hit rate 0.56% among 360,000;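 active means activation above the average of all compounds screened plus 3 SD, cutoff fixed separately per campaign, cut at about 7.5% in these data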;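 further: 0% = DMSO wells and 100% = 10 µM SAHA wells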
hgDAF-12 ag: agonists of H. glycines DAF-12 nuclear receptor; HEK293 GAL4-hgDAF12 UAS-luciferase reporter, agonist luminescence; normalized to butyrate control; activation, % at 6.8 µM; hit rate 1.8% among 370,000; AID 687014;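 active means activation above a cutoff set at the mean of all screened compounds plus 3 SD, cut at about 10% in these data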;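 further: 0% = DMSO wells and 100% = sodium butyrate wells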
PG9 Ab binder: binds the HIV-1 gp120 antibody PG9; TR-FRET gp120-PG9 antibody binding; inhibition, % at 6.7 µM; hit rate 0.43% among 360,000; AID 624416; in the data active means inhibition above about 8.5%
DAX1 inh-1: blocks DAX1 repression of SF-1 activated StAR promoter; HEK293T StAR-luciferase reporter, SF-1/DAX-1 repression relief; inhibition, % at 6.8 µM; hit rate 1.1% among 370,000; AID 652010;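 active means inhibition above the mean over all tested compounds plus 3 SD, cut at about 3.6% in these data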;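 further: 0% = DAX-1 cells with DMSO and 100% = cells lacking DAX-1 with DMSO; higher inhibition means more luminescence from relief of DAX-1 repression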
hcDAF-12 act: H. contortus DAF-12 activation, primary screen; HEK293 hcDAF-12 lit1-tk-luc reporter, luminescence; 0% DMSO, 100% Δ7-dafachronic acid; activation, % at 6.8 µM; hit rate 1.4% among 370,000;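 active means activation above the mean of all tested compounds plus 3 SD, cut at about 5.5% in these data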;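 further: 100% = response to 3 µM Δ7-dafachronic acid high control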
DAX1 inh-2: NR0B1 (DAX1) inhibition. HEK293 Gal4-DAX1 luciferase reporter, luminescence. inhibition, % at 6.75 µM. hit rate 0.99% among 340,000. AID 504766;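 active means inhibition above the mean over all tested compounds plus 3 SD, cut at about 4.2% in these data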;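 further: 0% = DAX1-transfected cells with DMSO and 100% = empty-vector control cells with DMSO; inhibition shows as a rise in luminescence from relieved DAX1 repression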
Target sequence (P51843 207-470 limits assumed): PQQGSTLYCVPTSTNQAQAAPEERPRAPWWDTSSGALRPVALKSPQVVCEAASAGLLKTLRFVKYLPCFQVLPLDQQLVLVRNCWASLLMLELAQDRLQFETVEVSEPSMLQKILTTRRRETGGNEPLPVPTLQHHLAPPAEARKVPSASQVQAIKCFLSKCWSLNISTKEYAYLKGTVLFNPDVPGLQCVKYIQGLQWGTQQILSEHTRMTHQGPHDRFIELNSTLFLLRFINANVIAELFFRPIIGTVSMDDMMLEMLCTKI
ADAM17 inh: inhibitors of human ADAM17. inhibition, % at 6.95 µM. hit rate 0.83% among 370,000. P78536. recombinant ADAM17, EDANS/DABCYL FRET peptide cleavage;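 active means inhibition above the mean of compounds lying between control limits plus 3 SD, set per campaign, cut at about 8.5% in these data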;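 further: 0% = DMSO-only wells as the low control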
Target sequence (P78536 215-824 limits assumed): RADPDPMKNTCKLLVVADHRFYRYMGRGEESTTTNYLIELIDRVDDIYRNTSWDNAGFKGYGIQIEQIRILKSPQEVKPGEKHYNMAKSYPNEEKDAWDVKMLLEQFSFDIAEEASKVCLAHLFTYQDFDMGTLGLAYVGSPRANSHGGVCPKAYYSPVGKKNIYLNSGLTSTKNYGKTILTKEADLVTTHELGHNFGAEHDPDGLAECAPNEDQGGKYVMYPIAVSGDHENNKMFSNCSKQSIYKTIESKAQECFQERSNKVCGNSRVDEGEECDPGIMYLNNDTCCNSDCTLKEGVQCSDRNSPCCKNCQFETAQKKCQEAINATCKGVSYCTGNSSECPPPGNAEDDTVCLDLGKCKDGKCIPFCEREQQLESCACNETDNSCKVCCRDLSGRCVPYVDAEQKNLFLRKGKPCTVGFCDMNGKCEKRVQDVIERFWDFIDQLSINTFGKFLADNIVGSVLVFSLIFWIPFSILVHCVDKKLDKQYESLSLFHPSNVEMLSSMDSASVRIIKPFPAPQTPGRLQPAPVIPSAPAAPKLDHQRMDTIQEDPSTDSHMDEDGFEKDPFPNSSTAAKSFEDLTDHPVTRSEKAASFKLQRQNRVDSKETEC
GC-A act: GC-A (human) enzyme activation. P16066. HEK293 GC-A cells, cGMP TR-FRET, EC30 ANP; 0% at EC30 ANP, 100% saturating ANP. activation, % at 10 µM. hit rate 0.14% among 370,000; in the data active means activation above about 40%
Numbers without * were called inactive; i = inactive; / = no result given.

SMILES | ADAM10 inh | ssDAF-12 act | SMARCA2 activ | FXN GAA850 act | hgDAF-12 ag | PG9 Ab binder | DAX1 inh-1 | hcDAF-12 act | DAX1 inh-2 | ADAM17 inh | GC-A act
COc1ccccc1NC(=O)Nc1nn(C)c2cccc(N(C)C)c12 | -34 | -2.4 | 4 | 1.3 | -2.9 | -6.1 | -0.8 | -0.8 | 1.0 | -13 | -4
O=C1CCCC/C1=C/Nc1cccc(C(F)(F)F)c1 | 2 | -1.2 | 1 | 3.1 | -3.0 | -5.1 | -0.4 | 3.5 | 2.0 | -2 | 0
CCCN(CC(=O)Nc1ccc(F)c(F)c1F)C(=O)C1=COCCO1 | -12 | -1.5 | -1 | -1.8 | -1.1 | 1.1 | 0.4 | -1.9 | -0.2 | 4 | 2
COc1ccc(C2NC(=O)NC(C)=C2C(=O)OCc2ccccc2)cc1 (stereo not given) | -82 | 0.5 | 14* | 2.2 | 9.2 | -0.6 | 1.2 | 3.8 | -1.3 | -40 | 0
Cc1cc(NC(=O)C2CC(=O)OC2c2ccccc2)no1 (stereo not given) | -8 | -1.4 | -4 | -1.0 | 1.8 | 0.8 | -0.7 | -0.8 | -0.2 | -1 | -2
COc1ccc(OC)c(/C=N/NC(=O)CCN2CCN(C(c3ccccc3)c3ccccc3)CC2)c1 | -204 | -1.2 | -1 | 0.0 | 1.0 | 1.2 | -0.5 | 0.4 | 0.7 | -75 | -8
O=C(c1cc(-c2ccc(O)cc2)on1)N1CCN(c2ccccc2)CC1 | -1 | -0.8 | -2 | 1.4 | 1.1 | -0.6 | -0.4 | -1.1 | -1.1 | 1 | -2
Cc1nn(Cc2ccccc2)c2ncccc12 | -2 | -0.3 | 1 | 0.4 | -1.1 | -0.9 | -0.1 | -0.9 | -0.9 | -1 | -4
O=C(NCC1CCCO1)C1CC(=O)N(c2ccc(Cl)cc2)C1 (stereo not given) | 5 | -1.0 | 0 | -0.7 | 0.3 | 0.3 | -0.4 | -1.9 | 1.0 | -2 | 3
NNC(=O)CCS(=O)(=O)c1ccc2ccccc2c1 | 7 | -0.6 | 2 | 0.5 | -2.7 | -1.3 | -0.6 | -1.2 | -0.8 | 0 | 2
COc1ccc(-c2nc(C#N)c(N3CCN(c4ccccc4)CC3)o2)cc1 | -3 | -0.9 | 7 | 1.6 | -0.6 | -1.2 | -1.0 | -0.8 | 0.3 | 0 | -4
Cc1cc(C)c(S(=O)(=O)N2CCN(C(=O)CCn3nc(C)c(C)c3C)CC2)c(C)c1 | 4 | -1.1 | -3 | 0.7 | -1.7 | -0.5 | 0.5 | -1.8 | -0.8 | 2 | -6
Cc1cc(C)n(C(=O)CNc2cccc(Cl)c2C)n1 | 0 | -1.4 | -1 | 1.0 | 0.9 | -1.6 | 0.5 | -1.6 | -0.2 | -2 | -5
Cc1c(C(=O)N2CCCC2)oc2c1-c1nn(CC(=O)NCCCN3CCCCC3)cc1CC2 | -53 | -0.8 | -1 | 0.2 | 2.4 | 0.3 | 0.0 | 0.5 | -0.1 | -19 | -2
CC(C)C(c1nnnn1C1CCCC1)N1CCOCC1 (stereo not given) | 10 | -0.9 | -2 | 0.5 | 0.2 | -2.0 | 0.1 | -1.4 | 0.6 | 5 | 1
COc1ccc2oc(=N)c(-c3nnc4n3CCCCC4)cc2c1 | i | -0.9 | -2 | 2.9 | -0.6 | -3.2 | -0.5 | 0.9 | -0.3 | -214 | 1
C[C@H](NC(=O)[C@@H]1Cc2ccccc2CN1)C(=O)Nc1ccc2c(c1)OCCO2 | -2 | 0.0 | -3 | -9.2 | 1.4 | -0.8 | -0.6 | -3.0 | 0.3 | 0 | 2
COc1cc(OC)c2c(N)c(C#N)c(C(F)(F)C(F)(F)F)nc2c1 | -123 | -1.3 | -1 | -1.0 | 3.0 | 2.1 | -0.8 | 0.5 | -1.2 | -41 | -11
Cc1ccccc1NC(=O)Cc1nc(COC(=O)Cc2ccccc2F)cs1 | 2 | -1.6 | -4 | 1.5 | 1.0 | 0.1 | 1.6 | 0.8 | 1.4 | 6 | 2
CN(CC(=O)Nc1ccc(Cl)c(C(F)(F)F)c1)C(=O)C1CC(=O)N(c2ccc3c(c2)OCCO3)C1 (stereo not given) | -4 | -2.2 | -2 | 1.2 | 0.1 | -1.9 | -1.4 | -0.1 | 0.2 | 1 | 0
CCOc1ccc(C(=O)OCn2nnc3ccccc3c2=O)cc1OC | 6 | 0.1 | -1 | 5.0 | 1.7 | 0.6 | -0.1 | 1.9 | -0.1 | -4 | 8
c1ccc(CCNc2nc3ccccc3s2)cc1 | 6 | -0.6 | 2 | 5.8 | 5.3 | -2.0 | 0.4 | 0.5 | 1.6 | 2 | 4
O=C(CCNC(=O)c1ccccc1Cl)Nc1ccc(S(=O)(=O)N2CCOCC2)cc1 | -1 | -0.8 | -5 | -1.1 | -0.1 | -0.2 | 1.0 | -0.6 | 2.4 | 0 | 4
CCc1ccc(OCCCOc2ccc(C=O)cc2)cc1 | 1 | -1.6 | -3 | -2.8 | 2.6 | 0.9 | -1.2 | 0.0 | 0.0 | -1 | -1
Cc1ccc(-c2nc(N)s[n+]2-c2ccccc2)cc1 | -2 | -0.1 | 2 | 4.2 | 2.8 | 1.6 | -0.5 | 0.3 | 1.4 | 3 | -11
CCOc1ccc(NC(=O)C(=O)N/N=C\c2ccc(CNS(=O)(=O)c3ccccc3)o2)cc1 | 8 | -1.8 | -4 | 3.9 | 0.7 | -3.4 | -0.2 | -0.1 | -1.0 | 2 | -4
CSCCC(NC(=O)c1ccco1)C(=O)NCC(c1ccccc1)N(C)C (stereo not given) | -13 | -0.4 | -3 | -0.8 | 0.0 | -0.2 | 0.2 | -0.4 | 0.4 | -6 | 1
CC(NC(=O)/C=C/c1ccco1)c1nc2ccccc2n1Cc1cccc(Cl)c1 (stereo not given) | 8 | -0.7 | 0 | 6.2 | -4.6 | -2.9 | -0.3 | 0.2 | -1.9 | 0 | -6
O=C(NCC(=O)N1CCOCC1)OCc1ccccc1 | 6 | -0.5 | -2 | -1.1 | 0.1 | -0.8 | 0.4 | 1.7 | 1.2 | 2 | -1
O=C(CSc1nnc(-c2cccnc2)s1)Nc1ccc(C(=O)O)cc1 | -1 | -1.6 | -3 | 3.2 | -2.8 | -1.6 | 0.1 | 0.2 | -0.8 | 1 | -2
CCOCc1c(C(=O)OCC(=O)NCc2ccc(F)cc2)oc2ccccc12 | -6 | -0.9 | 3 | 0.3 | 6.4 | 0.0 | 0.0 | 0.2 | -0.7 | 0 | -5
CC1(C(=O)Nc2ccc3c(c2)OCCO3)CCN1Cc1ccc(-c2ccccn2)cc1 (stereo not given) | -9 | -1.0 | -2 | -0.7 | 2.5 | 1.0 | -1.2 | -0.7 | / | -4 | -3
COc1ccc(-c2c(C)n([O-])c3c([n+]2=O)CCC3)cc1OC | -5 | -1.1 | -1 | 0.3 | 2.8 | -1.6 | 0.3 | 0.0 | 0.9 | 0 | 3
COc1ccc(S(=O)(=O)N2CCC(C(=O)NC3CC3)CC2)cc1C | 3 | 0.4 | -4 | 2.5 | 0.8 | 1.0 | 0.0 | 4.0 | -0.3 | -8 | 0
CCOc1ccc(CCNC(=O)c2nnc(CS(=O)(=O)c3ccccc3)o2)cc1OCC | -4 | -0.7 | -2 | 0.2 | -1.1 | -0.2 | -0.4 | -1.0 | -0.5 | -3 | 4
CCc1ccc(C(O)c2ncc(-c3ccc(C(F)(F)F)cc3)[nH]2)cc1 (stereo not given) | -2 | -1.2 | -3 | 0.8 | -1.0 | -2.8 | -0.6 | 0.2 | / | 0 | 5
CC(C)[C@H](NC(=O)c1ccccc1F)C(=O)Nc1nc2c(s1)CCCC2 | -5 | -1.2 | 1 | 3.0 | 0.7 | -0.2 | 0.4 | -0.1 | -0.6 | 0 | 0
N#Cc1c(N)nc2c(c1-c1ccncc1)CCCCCC2 | -15 | -1.3 | -2 | 2.5 | -0.5 | -1.1 | 0.8 | -1.4 | -0.2 | -4 | 2
Cc1nc2c(cc1C(=O)N/N=C/c1ccc([N+](=O)[O-])cc1)c(=O)n(C)c(=O)n2C | 5 | -0.5 | -2 | 1.3 | 1.1 | 0.0 | 0.0 | -0.2 | 0.3 | 0 | 0
CN(C)CCN(Cc1ccco1)S(=O)(=O)c1ccc(-c2ccc(=O)[nH]n2)s1 | 3 | -1.6 | -3 | 0.7 | 0.5 | 2.1 | 1.8 | 0.7 | -0.2 | -8 | -4
Cc1cc(C)n(-c2c(C)[nH]c3ccccc23)n1 | -2 | -1.1 | 2 | 1.7 | 0.4 | 1.0 | -0.6 | 0.7 | 0.0 | 0 | -6
CN(C(=O)c1ccc(NC(=O)Cc2ccc(NC(=O)C3CCCN(C(=O)C4CCC4)C3)cc2)cc1)C1CCCC1 (stereo not given) | 2 | -1.2 | -5 | -0.5 | -2.7 | 1.6 | 2.0 | 0.5 | -0.9 | 5 | -2
CCOCCCNC(=O)c1[nH]c(C)c(C(C)=O)c1C | 2 | -0.7 | -1 | 2.1 | -1.0 | 0.9 | -0.2 | 2.2 | -0.2 | -2 | 2
O=C(Cn1c2ccccc2c(=O)c2ccccc21)N/N=C/c1cc([N+](=O)[O-])ccc1N1CCCCCC1 | -220 | -1.3 | -1 | -1.9 | 2.9 | 2.1 | 0.8 | -2.2 | -0.1 | -75 | -10
O=C(N/N=C/c1cccc([N+](=O)[O-])c1)c1cnccn1 | 1 | -0.9 | 3 | 2.9 | 1.7 | -0.7 | 0.2 | 4.0 | 0.3 | 0 | 0
COc1ccc2c(c1)C(=NN)c1cc(OC)ccc1-2 | -1 | -1.6 | 5 | 1.9 | 1.7 | -3.1 | 0.2 | 1.1 | -0.5 | 1 | 0
OC1(C#Cc2c(-c3ccsc3)sc3ccccc23)CCCCC1 | -25 | -0.8 | -2 | / | -0.1 | -0.3 | 0.0 | -1.4 | / | -7 | -5
CCOC(=O)c1c(C)[nH]c(C)c1S(=O)(=O)NC(CC)CN1CCOCC1 (stereo not given) | -5 | -0.8 | -2 | -2.4 | 1.1 | -0.6 | -0.5 | 1.0 | 0.3 | 0 | -1
Cc1cc(Cl)ccc1OCC(=O)NCCCCc1ccccc1 | 5 | -0.8 | -3 | 0.9 | -0.5 | -0.9 | 0.7 | -1.9 | 0.0 | 5 | 1
COc1ccc(C)cc1-n1c(SCC(=O)Nc2cccc(C(=O)O)c2)nc2ccccc2c1=O | 0 | -1.1 | 7 | -1.5 | 2.5 | -1.9 | -0.1 | -1.6 | 0.2 | -1 | -2
O=c1c2ccccc2n(Cc2ccc(Cl)cc2)c(=O)n1Cc1ccco1 | 8 | -0.7 | 1 | 2.9 | 0.5 | -1.2 | 0.4 | -1.1 | -0.2 | -4 | -1
CCOC(=O)C1=CN(Cc2cccc(F)c2)S(=O)(=O)N(C)C1c1ccc2ccccc2c1 (stereo not given) | 3 | -0.1 | -5 | 0.2 | -2.1 | 0.3 | -1.2 | -1.1 | -1.2 | 2 | 0
CSc1ccccc1Sc1cc(C(=O)O)c2ccccc2n1 | 7 | 0.2 | 3 | 3.4 | 2.1 | 2.7 | -0.2 | 4.1 | 0.2 | 0 | 1
